TDP2 absorb: TDP2 (human) inhibition, absorbance primary screen; O95551; recombinant TDP2, T5PNP hydrolysis, p-nitrophenol absorbance 415 nm; inhibition, % at 12.8 µM; 370,000 compounds, 0.34% hits; AID 720702;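 active = inhibition above the mean of all tested compounds plus 3 SD, set per campaign, cut at about 25% in these data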;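 also: 0% = DMSO with enzyme and 100% = buffer with substrate but no TDP2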
Target sequence (O95551 whole entry, looked up): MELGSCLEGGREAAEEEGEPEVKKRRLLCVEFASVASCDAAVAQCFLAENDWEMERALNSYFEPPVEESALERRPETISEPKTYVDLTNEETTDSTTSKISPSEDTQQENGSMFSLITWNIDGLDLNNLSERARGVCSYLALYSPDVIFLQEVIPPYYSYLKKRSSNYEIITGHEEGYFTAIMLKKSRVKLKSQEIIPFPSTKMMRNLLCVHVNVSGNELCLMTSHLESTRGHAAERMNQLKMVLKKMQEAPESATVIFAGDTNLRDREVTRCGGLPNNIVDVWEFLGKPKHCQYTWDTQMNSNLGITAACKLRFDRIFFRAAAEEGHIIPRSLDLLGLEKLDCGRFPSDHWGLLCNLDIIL
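Assay system: Recombinant human TDP2 | Quantity: 120 nM TDP2 per well | Incubation: 2 h at 37 °C | Signal: Epi absorbance | Evaluation: Percent inhibition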
PRMT1 inh: PRMT1 (human) inhibition, primary screen; Q99873; recombinant PRMT1, activity-based probe fluorescence polarization; inhibition, % at 2.79 µM; 370,000 compounds, 1.3% hits;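 active = inhibition above about 21% made by adding two undisclosed values, limit read from the data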
HTRA1 inhibitor: inhibitors of human serine peptidase HTRA1; Q92743; recombinant HTRA1, FP-rhodamine activity-based probe, fluorescence polarization; inhibition, % at 5.96 µM; 340,000 compounds, 0.5% hits; in the data active = inhibition above about 36%;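 also: 0% = enzyme with DMSO and 100% = wells lacking enzyme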
LEDGF integ inh: blocks HIV-1 LEDGF/p75-dependent DNA integration. inhibition, % at 3.7 µM. TR-FRET IN-LEDGF/p75 DNA integration, Eu/Cy5. AID 743269. 370,000 compounds, 0.64% hits;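 active = inhibition above the screen-wide mean plus 3 SD, cut at about 13% in these data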;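 also: signal is the Cy5 over europium emission ratio at 671 and 618 nm; 0% = plate median of compound wells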
NPR2 activator: GC-B (human) receptor activation; HEK293-GC-B cells, CNP EC30, cGMP TR-FRET; 0% at EC30 CNP, 100% saturating CNP; AID 1920062; 370,000 compounds, 0.11% hits; activation, % at 10 µM;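 active = activation at 10 µM reaching about 35% in either raw or pattern-adjusted values, limit read from the data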
mABHD4 FP: inhibits mouse alpha/beta hydrolase domain 4. Q8VD66. purified mABHD4, FP-Rh probe fluorescence polarization. 370,000 compounds, 0.54% hits. inhibition, % at 8.92 µM;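 active = inhibition exceeding the mean over every tested compound plus 3 SD, cut at about 30% in these data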;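 also: 0% = plate median of compound wells and 100% = S159A mutant with DMSO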
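Assay system: mouse ABHD4 enzyme, wild type / Also added: fluorescent activity-based probe FP-Rh / Doses: single nominal dose of 8.92 µM, 0.89% DMSO final / Timing: 45 min compound pre-incubation plus 60 min probe step, 25 °C / Signal: FP readout, ex 525 nm / em 598 nm / Control set: S159A mutant/DMSO as 100%, compound-well median as 0%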
rCAG binder: molecules binding r(CAG) RNA repeats | r(CAG) RNA repeat, TO-PRO-1 dye displacement fluorescence | inhibition, % at 3 µM | 370,000 compounds, 1.3% hits | AID 651821;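 active = inhibition above the plate cutoff, the mean of all test compounds on that plate plus 3 SD, cut at about 35% in these data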;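 also: 0% = DMSO alone and 100% = 100 µM mitoxantrone as full dye displacement; higher means more dye released from RNA so lower well fluorescence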
SIAE primary: blocks human sialic acid acetylesterase | Q9HAT2 | SIAE FP-Rh probe binding, fluorescence polarization | inhibition, % at 9.66 µM | 370,000 compounds, 0.69% hits;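 active = inhibition above a cutoff: mean of compounds within the control limits plus 3 SD of those, cut at about 17% in these data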;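 also: 0% = plate median of compound wells and 100% = probe without SIAE protein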
Target sequence (Q9HAT2 whole entry, looked up): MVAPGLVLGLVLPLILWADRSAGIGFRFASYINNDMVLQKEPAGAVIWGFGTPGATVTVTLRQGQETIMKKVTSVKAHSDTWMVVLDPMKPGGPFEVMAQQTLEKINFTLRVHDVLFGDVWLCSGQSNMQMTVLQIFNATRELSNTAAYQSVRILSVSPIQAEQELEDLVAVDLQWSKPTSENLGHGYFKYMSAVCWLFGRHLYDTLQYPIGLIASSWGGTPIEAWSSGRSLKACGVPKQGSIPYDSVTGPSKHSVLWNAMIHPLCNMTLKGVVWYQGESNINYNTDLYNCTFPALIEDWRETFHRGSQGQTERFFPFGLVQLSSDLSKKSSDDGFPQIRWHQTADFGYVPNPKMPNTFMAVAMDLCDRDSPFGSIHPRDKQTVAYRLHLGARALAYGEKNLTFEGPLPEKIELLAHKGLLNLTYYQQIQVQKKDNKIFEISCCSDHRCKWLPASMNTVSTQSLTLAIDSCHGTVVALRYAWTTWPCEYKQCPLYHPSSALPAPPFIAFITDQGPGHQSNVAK
TCR CD3 inh: blocks the human TCR-CD3 interaction | TAMRA-labeled TCR probe fluorescence, biochemical | inhibition, % at 9.4 µM | 360,000 compounds, 0.37% hits | AID 651800; in the data active = inhibition above about 19%;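 also: recombinant mutant TCR 2C K166C tagged with TAMRA read by polarization; 0% = receptor in buffer alone and 100% = receptor with positive control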
MBD2 inh: blocks human MBD2 binding to methylated DNA; Q9UBB5; TR-FRET, MBD2 binding to methylated oligonucleotide; 370,000 compounds, 0.31% hits; inhibition, % at 4.4 µM; in the data active = inhibition above about 13%
An asterisk follows results filed as active; . = no result given. Only part of the results is shown. The share of hits here may be higher or lower than overall.

SMILES	TDP2 absorb	PRMT1 inh	HTRA1 inhibitor	LEDGF integ inh	NPR2 activator	mABHD4 FP	rCAG binder	SIAE primary	TCR CD3 inh	MBD2 inh
COc1ccc(C(=O)NC(=S)Nc2ccccc2F)cc1	0	1	1	3	-2	2	-1	6	-6	5
Cc1cc(NC(=O)C(C)SCC(=O)OC(C)C(=O)Nc2cccc(C#N)c2)no1 (centres undefined)	10	2	2	-1	4	6	-3	-3	1	0
Fc1ccc(C(c2nnnn2CCc2ccccc2)N2CCCc3ccccc32)cc1 (centres undefined)	-10	0	-12	1	-16	-10	1	-6	1	1
COc1cc(NC(=O)Nc2nnc([C@@H]3C[C@H](O)[C@@H](CO)O3)s2)cc(OC)c1OC	-10	8	.	-4	3	-7	4	5	-12	7
CN(C(=O)COC(=O)c1ccc2ccccc2n1)c1ccccc1	-12	-4	2	3	4	-2	0	1	1	-6
Cc1ccc(SCC2CNc3nc4ccccc4c(=O)n32)c(C)c1 (centres undefined)	8	-4	-4	-5	-2	-1	16	2	10	-2
O=C(CCC(=O)N(CC(=O)NC1CCCC1)Cc1ccc(F)cc1)Nc1nccs1	-17	7	2	-2	4	-13	-2	-2	-7	0
Cc1nn(C)c(C(=O)Sc2cccc(Cl)c2)c1[N+](=O)[O-]	-6	7	0	-7	1	5	-3	-4	0	5
O=C(CSc1nc2[nH]ncc2c(=O)n1-c1ccccc1Cl)N1CCCC1	-4	-2	3	-1	-5	-4	-4	3	-1	-2
CCn1c2ccccc2c2cc(/C=N/NC(=O)c3cc(O)cc(O)c3)ccc21	1	2	-40	3	-4	-62	38*	-74	-3	-5
COc1ccc(-c2onc(C)c2-c2ccccc2)c(O)c1	-15	0	-12	1	-8	-12	2	-1	2	0
COc1ccccc1N(CC(=O)N1CCCCCC1)S(=O)(=O)c1ccc(C)cc1	-12	-3	-3	-3	-6	-1	-5	14	-4	-2
Cc1nc2cc(-c3ccccc3)nn2c(C)c1CCC(=O)NCc1ccco1	5	8	0	-3	-4	-3	1	-7	-3	7
Cc1ccc(NC(=O)CCNC(=O)c2ccccc2Cl)cc1S(=O)(=O)N(C)C	13	-3	4	1	-2	3	-1	3	4	1
COc1ccccc1NS(=O)(=O)c1cccc(C(=O)N/N=C/c2ccc([N+](=O)[O-])o2)c1	6	8	32	-2	0	26	28	13	0	-2
CC(C)(C)N(Cc1nc(-c2ccccc2)no1)C(=O)c1ccc2c(c1)OCO2	-21	-5	-11	4	-6	-9	-5	-8	4	-8
CCOc1cc(/C=N/N2CCOCC2)ccc1OCc1ccc(C(=O)OC)o1	4	-1	-2	-1	2	1	-7	10	9	-1
O=C(NCCN1CCOCC1)c1cc(-c2cccs2)nc2ccccc12	7	-1	-5	-1	4	9	1	-1	1	1
O=C(CCNC(=O)c1ccccc1Cl)Nc1nc(-c2ccc(F)cc2)cs1	0	-2	-6	2	-3	4	-1	-5	11	-2
COc1ccc(/C=N/N=C(\N)c2nonc2N)cc1OC	1	3	-4	5	0	1	-1	0	5	-2
CCOC(=O)C1=C(N)N(c2ccccc2)C2=C(C(=O)CCC2)C1c1cccnc1 (centres undefined)	5	1	3	-1	-1	-1	-5	3	-5	-4
Cn1c(C(=O)c2ccccc2)nc2ccccc21	7	0	0	-1	1	0	-4	-2	-7	-1
Cc1ccc(OCC(=O)N2CCCCCCC2)cc1C	13	1	-7	4	0	7	-3	14	2	-5
N#Cc1ccccc1CSc1nc(N2CCCCC2)nc(N2CCCCC2)n1	-2	-1	-3	-4	8	4	-2	-4	5	-4
O=C(NNS(=O)(=O)c1ccc(Br)cc1)c1sccc1-n1cccc1	7	3	-7	5	-6	2	6	5	7	-1
CCC(=O)N1CCN(c2ccc(Cl)cc2NC(=O)c2cccc([N+](=O)[O-])c2)CC1	-17	-4	2	-3	-4	-2	-2	-6	5	-2
COC(=O)c1ccc(COc2ccc(C(=O)c3ccccc3)cc2)o1	11	-1	-10	-1	5	3	-2	-9	0	2
Cc1ccccc1S(=O)Cc1ccc(C(=O)NCCN2CCOCC2)o1 (centres undefined)	-5	-1	1	6	-4	-7	2	-2	2	0
O=C(Nc1ccc(Cl)cn1)c1cccc(S(=O)(=O)N2CCOCC2)c1	-10	0	5	0	3	-4	-3	1	3	-3
CC(C)(C)c1ccc(OCCNC(=O)c2ncn[nH]2)cc1	-5	-3	-3	3	0	-10	-3	-1	7	2
CCN(CC)C(=O)c1ccc(NS(=O)(=O)c2ccc(/C=C/C(=O)O)cc2)cc1	3	-3	-4	-5	3	-2	-2	8	-6	-1
CCOc1ccc(C(=O)c2cc([N+](=O)[O-])ccc2Cl)cc1	-22	-3	-14	8	-13	-19	0	-7	14	3
Cc1ccc(CSc2nnc(-c3ccco3)o2)cc1	4	-2	-4	1	-3	2	-3	0	8	-5
CC(=Nc1ccc(Br)cc1)c1sc2ccccc2c1O	-11	28*	-7	6	4	-6	0	-3	4	0
CCOC(=O)C1=NNC(C(=O)c2ccc(OC)cc2)C1c1ccccc1 (centres undefined)	-4	1	-23	-4	-2	1	-1	7	-8	6
COc1ccc(C2=NOC(C(=O)Nc3ccc4c(c3)OCO4)C2)cc1OC (centres undefined)	0	-2	5	0	6	0	0	4	3	-3
COc1cc(/C=N/NC(=O)c2ccc3c(c2)OCCO3)cc(Cl)c1O	-3	3	7	-6	-6	1	6	2	-7	4
CCc1cccc(NC(=O)c2cc(S(=O)(=O)N(C)C)ccc2N2CCCC2)c1	-7	-2	-12	-2	24	1	1	7	1	3
CCC(=O)N(CCc1ccccc1)Cc1cc2cc3c(cc2[nH]c1=O)OCO3	8	-2	2	-1	3	7	0	4	-4	1
COc1cc(C(C)=O)ccc1OC(=O)C(C)N1C(=O)c2ccccc2C1=O (centres undefined)	1	-2	6	-1	0	-3	0	2	-6	-2

Quoted at random: 2 entries already listed
SMILES	TDP2 absorb	PRMT1 inh	HTRA1 inhibitor	LEDGF integ inh	NPR2 activator	mABHD4 FP	rCAG binder	SIAE primary	TCR CD3 inh	MBD2 inh
CCN(CC)C(=O)c1ccc(NS(=O)(=O)c2ccc(/C=C/C(=O)O)cc2)cc1	3	-3	-4	-5	3	-2	-2	8	-6	-1
CCC(=O)N(CCc1ccccc1)Cc1cc2cc3c(cc2[nH]c1=O)OCO3	8	-2	2	-1	3	7	0	4	-4	1

The list goes on:
SMILES	TDP2 absorb	PRMT1 inh	HTRA1 inhibitor	LEDGF integ inh	NPR2 activator	mABHD4 FP	rCAG binder	SIAE primary	TCR CD3 inh	MBD2 inh
COc1ccc(NC(=O)CN(c2ccc([N+](=O)[O-])cc2)S(=O)(=O)c2ccccc2)c(OC)c1	6	-3	-15	2	1	-5	-2	0	3	2
COC(=O)[C@]12C[C@H](CC(=O)N3CCC(c4ccccc4)CC3)C(=O)N(CCc3ccc(OC)c(OC)c3)C1=C[C@H](C1CCCC1)O[C@@H]2C	1	8	.	-5	7	-4	7	4	.	0
Cn1cc(CN2CCN(CCc3ccccc3)C(CCO)C2)cn1 (centres undefined)	3	-4	1	2	-1	-5	-2	2	9	1
COc1ccc(-c2nnc(SC(C)C(=O)Nc3c(C)n(C)n(-c4ccccc4)c3=O)o2)cc1 (centres undefined)	5	4	0	3	1	-6	1	0	0	5
COc1cc(NC(=O)Nc2cccc([N+](=O)[O-])c2)cc(OC)c1	1	0	-31	-2	-2	-17	6	-2	1	4
CCOC(=O)NC(=O)CSc1nc2ccc(C)cc2[nH]1	-1	-2	0	-1	-3	-3	1	-7	1	-1
CCN1CCN(Cc2ccc(NC(=O)c3ccc(C)c(NC(=O)c4ccc5n[nH]nc5c4)c3)cc2C(F)(F)F)CC1	0	1	-3	1	-2	-12	2	-1	6	-1
CN(Cc1nc2ccccc2c(=O)[nH]1)C(=O)c1cc2c(s1)CCCCC2	-1	4	-1	-8	1	-11	3	1	-1	11
CC(=O)OC[C@@H]1CN(Cc2ccccc2)C[C@H](n2cnc3c(N(C)C(C)C)ncnc32)O1	-13	-6	.	1	9	1	1	-5	-7	0
CC1CC(=O)Nc2ccccc2N1C(=O)COc1ccccc1C(N)=O (centres undefined)	-1	5	-1	-2	7	-11	4	5	5	6

Structures above marked active in PRMT1 inh:
Compound | TDP2 absorb | PRMT1 inh | HTRA1 inhibitor | LEDGF integ inh | NPR2 activator | mABHD4 FP | SIAE primary | TCR CD3 inh | MBD2 inh
CC(=Nc1ccc(Br)cc1)c1sc2ccccc2c1O | -11 | 28* | -7 | 6 | 4 | -6 | -3 | 4 | 0

(continued)
SMILES	TDP2 absorb	PRMT1 inh	HTRA1 inhibitor	LEDGF integ inh	NPR2 activator	mABHD4 FP	rCAG binder	SIAE primary	TCR CD3 inh	MBD2 inh
C[C@]12c3[nH]c4ccccc4c3CCN1C(=O)C(CC(=O)NCC13CC4CC(CC(C4)C1)C3)C[C@@H]2C(=O)N1CCCCC1 (some centres undefined)	0	2	-16	-2	-2	2	5	3	0	5
ClC(=C\c1ccccc1)/C=N/N1CCN(c2ccccn2)CC1	-21	-2	-7	-4	0	-8	-2	-7	7	2
Cc1cccc(Nc2nnc(C)c(=O)n2N)c1	-3	3	7	-2	2	-2	-1	-1	-5	-2
CC(C)OC(=O)CSc1nnc(SCc2cccc3ccccc23)s1	1	-3	-23	0	-5	-10	2	-4	11	-4
CCOc1ccc2[nH]c(=O)c(CN(CC3CCCN3CC)C(=O)NCc3ccccc3)cc2c1 (centres undefined)	0	-2	-6	2	-5	5	10	-6	-1	-1
Fc1cccc(Cl)c1/C=C/c1cnc2ccccc2n1	-6	0	2	4	-5	10	0	-8	5	-2
Cc1cccc(NC(=O)CSc2nnc(C)c(=O)n2N)c1	3	2	-5	0	9	0	-2	4	-3	5
CC(C)Oc1ccc(C(=O)O)cc1	-6	8	-3	2	2	-9	-2	-8	3	10
CS(=O)(=O)c1ccc(C(=O)NCCN2C(=O)S/C(=C\c3cccnc3)C2=O)cc1[N+](=O)[O-]	0	9	2	11	-18	-7	19	3	-3	6
O=[N+]([O-])c1cc(/C=N/O)ccc1Oc1cccc(Cl)c1	3	0	1	1	3	-17	3	-13	8	2
C=CCNC(=O)CC1C(=O)NCCN1Cc1c(F)cccc1Cl (centres undefined)	4	-4	1	-3	6	4	-2	-1	3	-1
Cc1ccc(C(=O)C2CCN(S(=O)(=O)c3c(C)noc3C)CC2)cc1	7	5	.	0	0	-5	-2	0	-1	6
CC(=O)N[C@H]1C[C@@H]2O[C@H](CO)CC[C@@H]2O[C@@H]1CCc1ccc(-c2ccc(F)cc2)cc1	-2	1	.	4	3	4	3	5	.	4
CCOC(=O)C1=C(C)N=c2s/c(=C\c3ccc(C(=O)O)cc3)c(=O)n2C1c1ccc(OC)cc1OC (centres undefined)	11	8	-5	0	-12	0	9	-2	8	5
CC(C)(CO)Nc1ncnc2onc(-c3ccc(F)cc3)c12	0	5	1	-2	2	8	-3	-4	-8	-8
CN(Cc1ccc(F)cc1)C(=O)c1cccc(S(=O)(=O)N2CCN(Cc3ccccc3)CC2)c1	7	-4	-4	0	-2	-1	-3	3	5	2
COCCCn1c(SCC(=O)N2CCCC2=O)nc2ccccc2c1=O	10	0	3	5	2	1	1	0	8	3
Cc1cnc(C(=O)OCC(=O)NCc2ccc(Cl)cc2)cn1	0	-1	5	0	0	3	8	2	0	2
COCCCn1c(C2CCCCC2)nc2oc3cc(OC)ccc3c(=O)c2c1=O	4	-1	-2	1	-3	-3	-3	17	5	2
